Bioassay records (PubChem BioAssay)
ARNT TACC3 PPI: disrupts binding between human ARNT and TACC3; Q9Y6A5; AlphaScreen His-ARNT PAS-B/GST-TACC3 binding, luminescence; TACC3 fragment carries E629A point mutation; inhibition, % at 9.99 µM; 0.66% of 390,000 active;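 active = mean inhibition of replicates at least 50% and at least half of replicates each reaching 50%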;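 also: 0% = complete ARNT plus TACC3 wells and 100% = ARNT alone without TACC3; many hits fall short of the cut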
F508del corr: CFTR F508del correction in bronchial cells. CFBE cells, YFP halide quenching; stimulated with forskolin plus potentiator P3; % fluorescence drop versus neutral controls. activity (quench increase), % at 7.58 µM. 0.36% of 350,000 active. AID 720511;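 active = mean added fluorescence quench of at least 8% versus neutral control, with both replicates also reaching 8%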;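 also: cells transiently co-express mutant CFTR-F508del with the halide-sensitive YFP; corrector assay measuring rescue of mutant channel to the surface after 24 h compound exposure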
DENV2 CPE: protects cells from dengue virus 2 cytopathic effect; DENV2-infected cells, cytopathic effect rescue, plate reader; CPE inhibition, % at 9.99 µM; 1.7% of 350,000 active; AID 651640; in the data active = CPE inhibition above about 20%, passing the limit was not always enough; tested in BHK-21 cells;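 also: 0% = median of neutral control wells and 100% = median of positive control wells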
EWS-Fli block: EWS/Fli transcriptional activity inhibition | inhibition, % at 12.6 µM | 0.67% of 350,000 active | A673 NR0B1-luciferase reporter, viability-normalised;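 active = mean inhibition of at least 50% after viability correction, with every replicate also passing that limit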;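 also: firefly luciferase signal divided by Alamar Blue viability fluorescence both relative to DMSO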
PAX8 reporter: PAX8 transcriptional activity inhibition. RMG-I TPO-luciferase reporter, SteadyGlo, 24 h. 1.2% of 360,000 active. inhibition, % at 12.6 µM. AID 652154;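 active = mean replicate inhibition at least 60% with every replicate also reaching 60%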;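 also: luciferase light reporting Pax8 driven TPO promoter activity; plate controls were median of neutral control wells for no effect and mitoxantrone controls for full effect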
Xi reactivation: reactivates the inactive X chromosome in mouse fibroblasts; XiGFP mouse fibroblasts, % GFP-positive cells imaging, 3 d; cells co-treated with 5-aza-dC sensitizer; scaled so ellipticine positive control = 100%; activation, % at 7.58 µM; 0.055% of 360,000 active; AID 743238;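 active = mean normalized replicate activation at least 10% and every replicate at or above 10%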;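 also: 0% = median of on-plate neutral control wells and 100% = ellipticine 6 µM median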
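Assay system – SV40-immortalized XiGFP fibroblast cells, line 68-5-11 · Buffer or medium – DMEM supplemented with 5-aza-dC as sensitizing agent · Dosing – one concentration, pinned · Benchmarks – positive control ellipticine, 6 µM final · Times – 3 days compound exposure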
INS-1E GSIS act: primary screen for activators of insulin secretion dependent on glucose, INS-1E cells, GLuc reporter luminescence; INS-1E GLuc reporter insulin secretion, 2-3 h; activation, % at 16.6 µM; 0.61% of 370,000 active; AID 743287;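 active = lowest replicate activation of at least 40%, so every replicate reaches that level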;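 also: 0% = median of neutral control wells and 100% = median of IBMX positive control wells; some compounds called inactive have numbers as strong as hits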
ERp5 block: ERp5 (human) disulfide isomerase inhibition; Q15084; ERp5 insulin aggregation, absorbance 650 nm, 90 min; inhibition, % at 9.99 µM; 0.05% of 350,000 active;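 active = mean replicate inhibition above about 25%, with every replicate also reaching it, limit read from the data, passing the limit was not always enough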
Target sequence (Q15084 whole entry, looked up): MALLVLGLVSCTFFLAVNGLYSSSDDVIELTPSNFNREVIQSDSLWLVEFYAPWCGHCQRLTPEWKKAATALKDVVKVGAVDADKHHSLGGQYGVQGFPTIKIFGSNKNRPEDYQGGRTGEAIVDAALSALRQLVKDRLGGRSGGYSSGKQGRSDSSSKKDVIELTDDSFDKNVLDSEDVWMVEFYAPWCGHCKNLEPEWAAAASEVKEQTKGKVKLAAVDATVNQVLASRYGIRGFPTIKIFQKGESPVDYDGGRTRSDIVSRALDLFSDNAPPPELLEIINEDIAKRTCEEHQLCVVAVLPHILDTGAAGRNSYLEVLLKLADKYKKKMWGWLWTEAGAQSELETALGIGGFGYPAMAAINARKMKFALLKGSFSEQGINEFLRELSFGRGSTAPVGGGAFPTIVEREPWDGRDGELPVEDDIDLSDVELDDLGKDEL
* hit, by the source's call; . = no result given.

compound,ARNT TACC3 PPI,F508del corr,DENV2 CPE,EWS-Fli block,PAX8 reporter,Xi reactivation,INS-1E GSIS act,ERp5 block
CCOCCC(=O)Nc1ncc(S(=O)(=O)c2ccc([N+](=O)[O-])cc2)s1,.,-0.2,6,-7,-9,-0.1,2,-7
O=C(CN1C(=O)c2ccccc2C1=O)Nc1cc([N+](=O)[O-])ccc1O,4,-2.1,1,6,0,-0.1,-12,3
C[C@H]1CCCCO[C@H](CN(C)Cc2ccc3c(c2)OCO3)[C@@H](C)CN([C@@H](C)CO)C(=O)c2cc(NS(=O)(=O)c3ccccc3)ccc2O1,-1,-0.8,-4,2,1,0.1,-18,-10
COc1ccc(Br)cc1/C=N/N1C(=O)CSC1=S,7,-2.7,6,16,13,0.0,15,-1
COc1cc(NC(=O)COC(=O)CSc2ccccc2F)c(C)cc1[N+](=O)[O-],-9,-4.9,9,-2,-5,0.5,-7,-5
Cc1ccc(-n2ncc3c(=O)n(CC(=O)N4CCN(c5ccccc5)CC4)cnc32)cc1C,-2,.,-8,1,15,0.0,-4,0
Cc1cccc(OCC(=O)Nc2ccc3c(c2)nc2n3CCOC2)c1,-3,1.9,3,-23,.,0.0,-8,11
Cc1cc(C)n2nc(SC(C)C(=O)N(C)c3ccccc3)nc2n1 (stereo not drawn),0,1.3,-1,0,6,-0.1,15,2
O=C(Nc1ccc2c(c1)OCCO2)C1CCCN(S(=O)(=O)c2cnc[nH]2)C1 (stereo not drawn),-1,-2.8,3,-9,-12,0.0,8,-5
CC(=O)Nc1cc(C(=O)N2CCc3ccccc3C2)ccc1Sc1ccc(C)cc1,3,.,.,.,21,-0.2,-4,.

Fetched by compound from the list above (three):
compound,ARNT TACC3 PPI,F508del corr,DENV2 CPE,EWS-Fli block,PAX8 reporter,Xi reactivation,INS-1E GSIS act,ERp5 block
CCOCCC(=O)Nc1ncc(S(=O)(=O)c2ccc([N+](=O)[O-])cc2)s1,.,-0.2,6,-7,-9,-0.1,2,-7
O=C(CN1C(=O)c2ccccc2C1=O)Nc1cc([N+](=O)[O-])ccc1O,4,-2.1,1,6,0,-0.1,-12,3
Cc1ccc(-n2ncc3c(=O)n(CC(=O)N4CCN(c5ccccc5)CC4)cnc32)cc1C,-2,.,-8,1,15,0.0,-4,0

More structures.
compound,ARNT TACC3 PPI,F508del corr,DENV2 CPE,EWS-Fli block,PAX8 reporter,Xi reactivation,INS-1E GSIS act,ERp5 block
CC(C)(C)C(=O)NCc1ccc(C(=O)CSc2nnc(-c3ccncc3)n2C2CC2)s1,-6,0.3,-8,-6,-6,0.0,18,4
Cc1ccccc1-c1cc(=O)c2ccccc2o1,2,-0.8,4,10,-15,0.0,16,-1
C[C@H](CO)N1C[C@H](C)[C@@H](CN(C)C(=O)C2CCOCC2)Oc2ncc(-c3cccc(F)c3)cc2C1=O,-10,0.9,2,-9,-19,-0.7,8,1
CC(C)(C)NC(=O)COC(=O)c1ccccc1Oc1ccccc1,-1,1.4,4,-7,-1,0.0,14,-8
C[C@@H]1CN([C@@H](C)CO)C(=O)c2ccccc2-c2ccccc2CO[C@H]1CN(C)S(=O)(=O)c1ccccc1,7,1.9,4,6,.,0.2,1,4
CC(C)N(Cc1nccn1C)C(=O)CCc1nnc(CCCc2ccccc2)o1,2,1.4,0,-85,-125,0.0,-4,-10
COc1ccc(NC(=O)N(C)C[C@H]2Oc3ccc(NC(=O)CCN4CCOCC4)cc3CC(=O)N([C@H](C)CO)C[C@H]2C)cc1,0,-0.9,-10,-3,-5,0.2,8,0
COc1cc(/C=C(\C#N)C(=O)NCC2CCCO2)ccc1OC(=O)c1ccco1 (stereo not drawn),-1,-0.1,-10,8,-3,0.0,-16,-2
O=C(NCc1ccccc1)[C@H]1CCCN1C(=O)[C@H]1CCCN1C(=O)c1ccc(F)c(F)c1,.,1.4,1,-5,-16,0.1,13,10
COc1cccc(C(=O)Nc2ccc3c(c2)C(=O)N(C)C[C@H](OC)[C@@H](C)CN(C(C)=O)[C@@H](C)CO3)c1,-1,-1.6,-11,3,-8,0.0,11,9

compound,ARNT TACC3 PPI,F508del corr,DENV2 CPE,EWS-Fli block,PAX8 reporter,Xi reactivation,INS-1E GSIS act,ERp5 block
COc1ccccc1CNC(=O)COC(=O)c1ccc(S(=O)(=O)N2CCCCC2)cc1,.,2.6,0,1,-12,2.0,-3,-12
O=C(O)Cn1c2ccccc2c2ccccc21,-10,1.2,-3,2,7,0.0,11,-6
O=C(COc1ccc2ccc(=O)oc2c1)c1ccccc1,-9,1.1,0,-12,-11,0.0,.,1
C[C@@H]1CN([C@H](C)CO)C(=O)c2cc(NC(=O)c3ccncc3)ccc2O[C@H]1CN(C)S(=O)(=O)c1cn(C)cn1,-9,2.5,0,-3,.,0.0,3,-3
N#Cc1ccc(-c2ccc([C@@H]3[C@@H](CO)N4C(=O)CN(C(=O)C5CCCC5)C[C@H]34)cc2)cc1,.,2.2,-17,15,13,0.0,-11,-3
O=C(N/N=C/c1c(F)c(F)c(F)c(F)c1F)c1cccc(S(=O)(=O)N2CCOCC2)c1,2,-1.4,3,23,15,0.2,14,2
CCOc1ccc(CCNS(=O)(=O)c2ccc3c(c2)oc(=O)n3C)cc1OCC,-1,-0.6,-2,.,-2,0.0,14,-1
N#Cc1cccc(NC(=O)C2CCCN(C(=O)c3ccc(Cl)cc3)C2)c1 (stereo not drawn),2,2.9,-2,3,-4,0.0,-25,5
C[C@H](CO)N1C[C@H](C)[C@H](CN(C)CC2CCOCC2)Oc2ncc(Br)cc2C1=O,6,-1.3,2,-9,-8,-0.3,10,-7
CS(=O)(=O)CCC(C(=O)Nc1ccc2c(c1)OCO2)N1Cc2ccccc2C1=O (stereo not drawn),10,2.7,4,-36,-29,0.0,5,0

compound,ARNT TACC3 PPI,F508del corr,DENV2 CPE,EWS-Fli block,PAX8 reporter,Xi reactivation,INS-1E GSIS act,ERp5 block
COc1ccccc1NC(=O)N1C[C@H](O)COC[C@@H]2O[C@H](CC(=O)N3CCC(Cc4ccccc4)CC3)CC[C@H]21,-3,3.4,0,34,32,0.1,-23,-9
CC(=O)Nc1cc(C(=O)NCc2ccco2)ccc1Sc1ccc(F)cc1,-10,.,1,85*,28,0.0,-29,-5
CCOC(=O)N1CCN(Cc2ccc3ccccc3c2)CC1,-2,1.1,-5,7,3,0.2,3,2
CCCOC(=O)C(=O)NNc1ccccc1,-2,0.3,10,-6,1,0.2,0,4
Cc1cc(NC(=O)CSc2cn(CC(=O)N(C(C)C)C(C)C)c3ccccc23)no1,-1,2.5,7,8,15,0.0,-27,0
Cc1ccc(OC(C)C(=O)OCC(=O)Nc2sccc2C(N)=O)cc1 (stereo not drawn),-4,-2.3,1,-1,-6,0.4,-30,-21
COc1ccc(OC)c(NC(=S)Nc2ccccc2)c1,-2,0.5,5,2,4,0.0,-4,2
Cc1ccc(S(=O)(=O)N(CCC(=O)NCc2ccc(S(N)(=O)=O)cc2)c2ccccc2)cc1,2,3.1,10,-4,-1,0.0,11,-6
CCCn1nnc(NC(=O)/C=C/c2ccco2)n1,-3,-1.8,2,-8,5,0.0,-10,0
C[C@@H]1CCCCO[C@@H](CN(C)S(=O)(=O)c2cccs2)[C@H](C)CN([C@@H](C)CO)C(=O)c2cc(NS(=O)(=O)c3cccs3)ccc2O1,-6,0.6,3,22,-20,0.3,-15,1

compound,ARNT TACC3 PPI,F508del corr,DENV2 CPE,EWS-Fli block,PAX8 reporter,Xi reactivation,INS-1E GSIS act,ERp5 block
Cc1ccc(CN2CCN(Cc3ccccn3)CC2CCO)cc1 (stereo not drawn),.,.,7,7,0,0.0,7,2
Clc1ccc2nc3ccccc3cc2c1,.,-2.3,-6,-55,-80,0.5,4,-5
O=C(CCNC(=O)c1ccccc1Cl)Nc1nc(-c2ccccc2Cl)cs1,.,0.4,0,-19,-76,0.2,1,6
Cc1cccc(NC(=O)CN2C(=O)CCSc3ccc(S(=O)(=O)N4CCOCC4)cc32)c1C,-5,-3.4,19,1,2,0.0,-2,-6
O=C(NCc1ccc2c(c1)OCO2)c1cc(-c2ccccn2)nc2ccccc12,-11,0.1,2,6,7,0.0,-5,-2
CCN(CC)CCCNC(=O)C1c2cc(OC)c(OC)cc2C(=O)N(C)C1c1cccnc1 (stereo not drawn),-1,-2.6,-4,4,5,0.2,-1,-9
Cc1ccccc1NC(=O)c1cc([N+](=O)[O-])ccc1NCCN1C(=O)CCC1=O,29,-1.4,1,9,16,-0.1,-2,-7
COCC(=O)Nc1ccc2c(c1)OC[C@@H](C)N(C(=O)c1ccccn1)C[C@H](C)[C@@H](OC)CN(C)C2=O,21,0.9,.,1,-7,0.2,7,.
C[C@H](CO)N1C[C@H](C)[C@H](CN(C)Cc2ccc(C(=O)O)cc2)Oc2ccc(NC(=O)Cn3cnnn3)cc2C1=O,-4,1.9,0,2,.,-0.7,18,2
Cc1cc(NC(=O)COc2ccc3c(C)c(C)c(=O)oc3c2)no1,.,-2.4,-11,-9,1,-0.1,19,-2

compound,ARNT TACC3 PPI,F508del corr,DENV2 CPE,EWS-Fli block,PAX8 reporter,Xi reactivation,INS-1E GSIS act,ERp5 block
CCCNC(=O)N1CC2(CN(Cc3cccc(F)c3)C2)c2c([nH]c3cc(OC)ccc23)[C@H]1CO,.,-1.8,3,-7,.,0.0,-20,5
COc1ccc(OC)c(NC(=O)C2CCN(S(=O)(=O)c3ccc4c(c3)OCCO4)CC2)c1,-4,-1.3,-4,3,18,0.3,-14,-3
C[C@@H]1CN([C@@H](C)CO)C(=O)c2cc(NS(=O)(=O)c3cccs3)ccc2O[C@@H](C)CCCCO[C@@H]1CN(C)C,-5,-1.5,20*,-8,-5,0.4,14,10
CCCCCCN1C[C@@H](O)[C@H](n2cc(C3CC3)nn2)C[C@@H]1c1ccc(Cl)cc1,.,1.3,-4,-7,0,0.5,5,11
CNC[C@H]1Oc2ccc(NS(=O)(=O)c3ccc(Cl)cc3)cc2CC(=O)N([C@@H](C)CO)C[C@H]1C,1,1.8,-14,-1,1,-0.6,-1,4
COc1ccc(Cl)cc1N(C(C)C(=O)NC1CCCC1)S(C)(=O)=O (stereo not drawn),.,-0.5,10,-2,20,0.0,9,-5
CCN(CC(=O)Nc1cc(Cl)ccc1C)C(=O)CSCc1ccccc1,-7,-2.3,4,-7,8,0.5,-36,-3
O=C(NCCc1cnccn1)C1CCC(=O)N(Cc2ccc(Cl)cc2)C1 (stereo not drawn),-1,0.3,-1,.,0,0.1,4,0
CC(=O)Nc1ccc(NC(=O)C2C3CCC(C3)C2C(=O)O)cc1 (stereo not drawn),-2,-0.5,3,-11,-13,0.2,1,1
